# Bioassay records from PubChem BioAssay.
# KCNH2 WT inh: inhibitors of human wildtype KCNH2 potassium channel; Q12809; U2OS, BacMam KCNH2, thallium flux FluxOr; stronger effect = lower value; activity change, % at 1.84 µM; 340,000 tested, 0.37% active; AID 720551;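 active = maximum activity change below -70%; inconclusive = maximum activity change between -70% and -50%; inactive = maximum activity change above -50%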; also: % is scaled to controls: 0 for no effect and ±100 for the full control effect
#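 U2OS cells were transduced with wild-type KCNH2 virus (2.03 x 10^8 / mL) for 4 h at room temperature, then cultured overnight at 37 C. Thallium flux was read with FluxOr dye. Rate constants were normalized to DMSO controls.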
# FBPA coupling cs: counter-screen for Giardia aldolase inhibitors: coupling enzyme system; coupling enzyme system counterscreen, AmpLite Red fluorescence; AID 2472; activity change, negative = inhibition, % at 58.2 µM, hits read low; 290,000 tested, 0.67% active; in the data active = activity change below about -30%; also: % is scaled to controls: 0 for no effect and ±100 for the full control effect
#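 Compounds tested against the coupling enzymes alone at 57.5 uM final; readout was AmpLite Red fluorescence (525/598 nm) after 20 min at RT.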
# GALK inhibitor: inhibitors of human galactokinase; AID 1868; Potency, µM (top dose mostly 57.5 µM), inactives show at the top dose activity change, negative = inhibition, actives largely listed as inhibitors; Purified GALK, Kinase-Glo residual ATP luminescence; 270,000 tested, 0.007% active; also: potency is read from the fitted curve at half-maximal effect; % is scaled to controls: 0 for no effect and ±100 for the full control effect
# Target sequence (P51570 whole entry, looked up): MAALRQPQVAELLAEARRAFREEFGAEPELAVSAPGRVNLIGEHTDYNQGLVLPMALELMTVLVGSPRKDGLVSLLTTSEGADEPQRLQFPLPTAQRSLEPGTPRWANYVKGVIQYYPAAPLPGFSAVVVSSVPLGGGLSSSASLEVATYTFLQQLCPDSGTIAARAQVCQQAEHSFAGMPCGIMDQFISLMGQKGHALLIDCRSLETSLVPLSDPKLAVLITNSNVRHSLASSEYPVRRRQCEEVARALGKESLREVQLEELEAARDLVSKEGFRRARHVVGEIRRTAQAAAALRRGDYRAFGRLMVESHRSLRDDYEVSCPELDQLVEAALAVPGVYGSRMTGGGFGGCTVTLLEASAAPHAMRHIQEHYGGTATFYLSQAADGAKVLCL
#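 Galactose (100 uM) and ATP (35 uM) were turned over by 5 nM GALK for 1 h at RT. Kinase-Glo Plus then converted the remaining ATP into a luminescent signal.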
# A-T KAP1 phos: potential ataxia-telangiectasia treatment; 320,000 tested, 0.19% active; Potency, µM (series often up to 57.5 µM), for the others: at the highest dose activation, actives largely listed as activators; […] A-T fibroblasts, KAP-1 phosphorylation AlphaLISA; neocarzinostatin DNA damage 30 min before lysis; also: potency is read from the fitted curve at half-maximal effect; % of control where 0% means no effect; nearly all actives have a fitted effect of over 45% in size
#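 hTERT-immortalized A-T patient fibroblasts ([…]), 500 cells/well in OPTI-MEM, 1% FBS, got compounds for 60 min, then NCS for 30 min at 37C. Lysates were then assayed for phospho-KAP-1 by AlphaLISA (anti-pKAP1 donor, anti-KAP1 acceptor beads), 6 hr at 25C.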
# Giardia kill: kills Giardia lamblia. activity change, % at 7.66 µM, hits read low. 340,000 tested, 0.15% active. Giardia lamblia trophozoite viability. AID 540267; in the data active = activity change below about -80%; inconclusive = between about -30% and that limit;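 also: parasites exposed to compound for two days anaerobically before the ATP read; % is scaled to controls: 0 for no effect and ±100 for the full control effect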
#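 Luminescent ATP signal served as the viability read-out, measured 15-30 min after adding ATP detection reagent to trophozoites that had been incubated with compounds for 48 hrs at 37 deg C anaerobically at 100 cells/well.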
# TSHR antagonist: blocks TSH signaling through the human TSH receptor; P16473; TSHR-expressing cells, TSH-stimulated cAMP HTRF, 2 h; stronger effect = lower value; activity change, negative = inhibition, % at 11.5 µM; 330,000 tested, 0.2% active;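 active = activity change below a set negative limit, meaning inhibition stronger than a set level, cut at about -70% in these data; inconclusive = activity change between two set negative limits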; also: % is scaled to controls: 0 for no effect and ±100 for the full control effect
#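 Antagonism was scored as loss of TSH-driven cAMP in TSHR cells, stimulated with 4nM TSH (EC80) for 2 hours at 37 deg C and detected by homogeneous HTRF competition immunoassay.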
# Chronic BCR inh: chronic active BCR signaling inhibition; ABC-DLBCL IkBa-CBG/CBR reporter, luminescence ratio, 4 h; Potency, µM (top dose mostly 46.1 µM), without a hit: at the top dose ratio change, negative = lower green/red ratio, hits mostly inhibitors; 340,000 tested, 0.05% active; AID 493014; active = well fitted inhibition curve with a large enough effect in the signal ratio, with a control signal flat, not every such curve was filed as active; inconclusive = small, poorly fitted or top-dose-only effect, or effect the other way, or a change in a side signal; the % refers to the signal ratio;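 also: potency is read from the fitted curve at half-maximal effect; plate controls were basal doxycycline-induced cells for no effect and cells given 10 µM MG132 for full effect; MG132 reads +100%, hits lower the ratio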
#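 Cell line TMD8 (human ABC DLBCL), stably expressing tet-inducible CBG68-IkBa fusion and CBR; IMDM/0.5% FBS; cpd up to 46 uM; dox induction, 4 h, 37C/5% CO2; dual luminescence; green/red ratio; MG132 control.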
# TCR act: T cell receptor activation | Potency, µM (highest dose often 9.22 µM), without a hit: at the top dose activation of IL-2 secretion, actives largely listed as activators | 330,000 tested, under 10 active | primary human leukocytes, anti-CD3, IL-2 HTRF, 48 h; also: % of control where 0% means no effect
#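 48 hr co-incubation of compounds, a-CD3 beads and primary human leukocytes; IL-2 quantified homogeneously by HTRF with anti-IL-2 K and d2 conjugates.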
# MLL CXXC-DNA inh: blocks binding of human MLL CXXC domain to DNA | AID 2662 | 290,000 tested, 0.037% active | MLL-CXXC / FITC-HOXA9 DNA fluorescence polarization | Potency, µM (top dose mostly 115 µM), inactives show top-dose activity change, negative = inhibition, hits mostly inhibitors | Q03164; active = well fitted inhibition curve with a large enough effect in the polarisation, with a control signal flat, not every such curve was filed as active; inconclusive = small, poorly fitted or top-dose-only effect, or effect the other way, or a change in a side signal; inactive = no such curve, though single readings can be large or run the other way; the % refers to the polarisation; also: potency is read from the fitted curve at half-maximal effect
#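 Purified MLL-CXXC (added from a 7 uM solution) was preincubated 5 min at ambient with pinned compounds in 50 mM Tris-HCl pH 7.5, 50 mM NaCl, 1 mM DTT, 0.05% BSA. Fluorescein-labeled HOX-A9 DNA (50 nM solution) followed, 30 min, then polarization read.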
# Tb PFK block: inhibitors of T. brucei phosphofructokinase. Potency, µM (titrated, usually from 57.5 µM), for inactives: at the top dose activity, negative = inhibition, usual class: inhibitors. O15648. 330,000 tested, 0.17% active. T. brucei PFK, ADP-Glo luminescence;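 also: potency is read from the fitted curve at half-maximal effect; 0% = uninhibited 1x PFK enzyme wells and -100% = no-enzyme wells; nearly all actives have a fitted effect of over 60% in size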
# Target sequence (O15648 whole entry, looked up): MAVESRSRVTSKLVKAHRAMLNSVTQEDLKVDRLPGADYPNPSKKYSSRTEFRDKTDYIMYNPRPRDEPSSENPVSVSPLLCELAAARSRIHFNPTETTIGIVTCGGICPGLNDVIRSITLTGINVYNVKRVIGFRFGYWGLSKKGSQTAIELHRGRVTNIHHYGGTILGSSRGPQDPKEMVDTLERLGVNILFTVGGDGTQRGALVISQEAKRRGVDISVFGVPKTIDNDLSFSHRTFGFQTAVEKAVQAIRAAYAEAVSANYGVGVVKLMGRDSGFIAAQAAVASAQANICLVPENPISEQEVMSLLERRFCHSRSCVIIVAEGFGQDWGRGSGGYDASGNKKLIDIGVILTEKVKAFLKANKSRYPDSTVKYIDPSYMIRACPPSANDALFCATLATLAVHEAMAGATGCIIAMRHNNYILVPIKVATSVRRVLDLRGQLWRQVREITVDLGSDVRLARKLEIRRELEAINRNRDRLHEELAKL
#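 PFK 1.25 nM, F6P 0.5 mM, ATP 0.1 mM, 0.1 M TEA pH 8.0, 5 mM MgCl2, 0.01% Tween20, 0.1% BSA; 45 min RT. ADP-Glo readout. qHTS titration up to 57 uM; curves fitted, compounds curve-classed.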
# Numbers without * were called inactive; ? = inconclusive; . = not tested or not shown; [ ] = remark or other dose. Unless noted, calls follow the shape of the dose curve; as a rule, active = well fitted curve in the direction sought with a large enough effect; inconclusive = small, poorly fitted or top-dose-only effect, or another doubt; inactive = no such curve, though single readings can be large; an effect the other way counts as inactive or inconclusive.
SMILES,KCNH2 WT inh,FBPA coupling cs,GALK inhibitor,A-T KAP1 phos,Giardia kill,TSHR antagonist,Chronic BCR inh,TCR act,MLL CXXC-DNA inh,Tb PFK block
CC(C)(O)c1cc(=O)sc2nc3ccccc3n12,29,6,-1%,3%,5,-8,?,6%[46.1 µM],2%,-6%
COc1cccc(CC(=O)NN2C(=O)NC3(CCCCC3)C2=O)c1,-3,.,.,7%,-11,0,0%,1%,.,3%
CCN1CCN(c2ccc(S(=O)(=O)N3CCCCC3)cc2NC(=O)/C=C/c2ccc(F)cc2)CC1,12,.,.,-11%,-7,-17,8%,5%,.,-1%
CC(C)(C)NS(=O)(=O)c1ccc(OCC(=O)NCC2CCCO2)cc1 (stereo not given),28,.,.,2%,-2,1,-2%,-1%,.,-1%
O=c1c(-n2cncn2)c[nH]n1-c1cccc(Cl)n1,-10,-1,-3%,2%,19,3,4%,7%,3%,-3%
O=C(c1cc2nc(C3CC3)cc(C(F)F)n2n1)N1CCOCC1,9,2,0%,3%,-13,.,?,6%,15%,-22%
CCCCN(C(=O)c1ccco1)c1nnc(-c2cc(OC)c(OC)c(OC)c2)s1,-7,4,-1%,-8%,18,3,-5%,5%,2%,-9%
Cc1nn(-c2ccccc2)c(C)c1[N+](=O)[O-],11,2,0%,3%,4,0,-2%,-6%,20%,-1%
O=S(=O)(NCC(Nc1ccccc1)c1ccccc1)c1ccc(Cl)cc1 (stereo not given),47,-8,-3%,5%,-10,-18,?,-8%[46.1 µM],-1%,0%
CCc1ccc(OCC(=O)NC(=S)Nc2cccc(CO)c2)c(Br)c1,-19,1,-1%,7%,19,-37,17%,1%,5%,-3%
COc1cccc(CN(C(=O)c2ccccc2Cl)C2CCS(=O)(=O)C2)c1 (stereo not given),5,2,-2%,-1%,7,1,3%,-2%,28%,2%
COc1ccc(C(C)(C)C)cc1NC(=O)c1c(C)noc1C,29,-1,0%,-7%,2,-1,5%,.,2%,-14%
CCNc1sc(C(=O)OCC)c(N)c1C#N,-12,-2,0%,-9%,-13,8,7%,-1%,-1%,-5%
O=C(NC(=S)NNC(=O)c1ccco1)c1ccccc1,-8,.,-3%,10%,-3,5,-9%,1%,19%,-1%
O=C1/C(=C/N(C(=O)c2ccco2)c2ccc(Cl)cc2)Sc2ccccc21,2,0,5%,-12%,-1,0,?,-10%[46.1 µM],70%[activator],4%
O=C(Nc1ccc(Oc2cccnc2)cc1)c1ccc([N+](=O)[O-])cc1,-4,-2,5%,1%,-17,3,0%,7%,-3%,2%
CC(=O)NC1(c2ccc(F)cc2)CCN(C(=O)Nc2ccc(F)cc2F)CC1,18,0,3%,0%,-8,-2,-28%,-3%,-4%,2%
CCCNc1nc2c(c(=O)n(C)c(=O)n2C)n1CCc1ccccc1,5,-1,7%,-2%,-5,-18,?,1%,1%,-4%
CCOc1ccc(S(=O)(=O)Nc2ccncc2)c(C)c1C,1,5,10%,-4%,-25,-5,-1%,0%,-4%,-1%
Cc1ccccc1Cc1c(C)nc2ncnn2c1C,-1,1,0%,6%,-14,-2,-1%,0%,-4%,5%
O=S(=O)(c1ccc(Cl)cc1)c1nc(-c2ccccc2F)oc1NCCN1CCOCC1,1,.,6%,14%,-6,13,-1%,0%,-5%,1%
CCc1cccc(NC(=O)CN(C)S(=O)(=O)c2cccc3nsnc23)c1,-10,2,2%,-3%,-6,1,-17%,0%[46.1 µM],3%,-2%
COc1ccc(OCC(=O)Nc2nc3c(s2)CCCC3)cc1,-14,.,-6%,-2%,3,0,-5%,-5%,-6%,4%
O=S(=O)(NCC1NCCc2ccccc21)c1ccccc1 (stereo not given),11,0,7%,-1%,-8,5,-7%,.,4%,-2%
Cc1ccc(NC(=O)CSc2nnc(-c3cccs3)o2)cc1S(=O)(=O)N1CCCCC1,-3,5,3%,-3%,-1,18,2%,-7%[46.1 µM],8%,0%
COc1cccc(CNC2CCCC2)c1,11,1,3%,14%,4,8,-1%,.,2%,-5%
Cc1cc(C)nc(NS(=O)(=O)c2ccc(NC(=O)C3(c4ccc([N+](=O)[O-])cc4)CCCC3)cc2)n1,-2,10,-1%,2%,11,4,0%,0%[46.1 µM],13%,-1%
C/C(=N\NC(=O)c1cccc(Br)c1)c1ccccn1,0,2,-3%,-3%,-6,-6,?,.,2%,0%
Cc1ccnc(NC(=O)c2ccc(NC(=O)CC3SC(N4CCCC4)=NC3=O)cc2)c1 (stereo not given),-2,.,.,1%,-16,1,3%,5%,.,15%
Cc1cc(CN2CCOCC2)c(O)c(C2(C)CCCCC2)c1,3,0,-2%,?,13,1,0%,0%,0%,-7%
O=C(NC1CCCCC1)C(c1ccc(F)cc1)N(Cc1ccc2c(c1)OCO2)C(=O)c1cnsn1 (stereo not given),-9,0,1%,.,-4,17,-1%,-2%[46.1 µM],2%,0%
c1ccc(OCCOc2ccccc2-c2nnco2)cc1,-6,-4,2%,-9%,18,-4,-15%,3%,-9%,4%
COc1ccccc1N(C(=O)Cn1nnc2ccccc21)C(C(=O)NCc1ccco1)c1ccc(C)o1 (stereo not given),-1,-1,2%,2%,4,87,1%,5%,6%,-2%
CCC1=[N+](C)c2cccc3cccc(c23)N1C,28,1,0%,-2%,-3,-2,-10%,2%,-1%,1%
O=C(/C=C/c1ccco1)N1CCN(c2ccccc2)CC1,-16,-5,0%,-7%,-14,-13,9%,-6%[46.1 µM],8%,-6%
Cc1cc(=O)oc2c(C)c(OCC(=O)N3CCN(c4ccc(F)cc4)CC3)ccc12,10,.,-5%,-5%,3,28,?,9%,6%,1%
O=C(Nc1ccccn1)C1CCN(S(=O)(=O)c2ccc3c(c2)OCCO3)CC1,-2,.,.,4%,14,7,2%,.,.,3%
COc1ccc(CNC(=O)CN(C2CCCCC2)S(C)(=O)=O)cc1,8,3,1%,0%,-2,4,-6%,-1%[46.1 µM],-5%,0%
CCOC(=O)N1CCc2c(sc(NC(=O)CN3CCOCC3)c2C(=O)Nc2ccccc2)C1,14,2,0%,3%,1,-7,-5%,6%,16%,1%
O=[N+]([O-])c1ccccc1S(=O)(=O)Nc1ccc(-c2ccc(N3CCOCC3)nn2)cc1,-3,.,.,6%,-19,1,7%,1%,.,-3%
Cc1c(S(=O)(=O)N2CCN(c3cccc(C(F)(F)F)c3)CC2)c(=O)n(C)c(=O)n1C,-3,3,0%,-1%,-2,-1,?,15%,2%,-8%
O=C(COC(=O)CCc1nc2ccccc2c(=O)[nH]1)NC1CCS(=O)(=O)C1 (stereo not given),2,-1,-1%,5%,-20,13,0%,2%,-2%,0%
O=c1cc(O)n(C2CCCCCC2)c(=O)[nH]1,-11,7,-2%,-9%,-6,-16,-2%,6%,-44%,-3%
COCc1ccccc1C1=CC(=O)C[C@H](c2ccc(F)cc2)C1,2,.,.,13%,-4,8,0%,-2%,.,0%
CC(C(=O)N1CCCCC1)N1C(=O)c2ccccc2C1=O (stereo not given),-15,-1,1%,2%,?,-6,3%,-6%,6%,0%
CCOc1cc(/C=C(\C(=O)O)c2ccc(S(=O)(=O)N3CCCC3)s2)ccc1OC,5,.,.,-1%,-7,-8,-1%,2%,.,0%
COC(=O)C(CC(=O)c1ccc(C)cc1)n1cccn1 (stereo not given),-2,-1,0%,-7%,-7,-9,3%,-1%,-5%,-3%
CC1(C)SC2c3ccccc3C(=O)N2[C@@H]1C(=O)NC1CC1 (stereo not given in full),3,.,-4%,-3%,-1,26,3%,5%,-5%,2%
CC(OC(=O)c1ccco1)C(=O)NCc1ccc2c(c1)OCO2 (stereo not given),5,2,18%,1%,-13,7,0%,0%,-6%,4%
CCC(C(=O)NC(C)(C)C)N(Cc1ccc(F)cc1)C(=O)c1snc(C(N)=O)c1N (stereo not given),-22,-5,4%,0%,16,4,2%,-7%,-12%,-1%
Cc1occc1C(=O)N1CCN(c2ncccn2)CC1,3,1,4%,0%,3,0,?,-5%,11%,-4%
C=CCC[C@H](Cc1ccc(F)cc1)C(=O)OC[C@@H](Cc1c[nH]c2ccccc12)NC(=O)[C@@H](CC=C)CC(=O)N(CCO)Cc1ccccc1,-5,.,.,4%,-6,-23,?,1%,.,-2%
CC(C(=O)Nc1cccc([N+](=O)[O-])c1)n1nnc2ccccc21 (stereo not given),2,3,-4%,2%,-10,4,-1%,3%,1%,0%
CN(C(=O)CCCN1C(=O)c2ccccc2C1=O)C1CCCCC1,-21,.,.,-2%,-5,-7,1%,-6%,.,7%
O=C(Cc1ccc(Br)cc1)N1CCCC1,-4,1,-3%,2%,31[activator],0,-2%,.,1%,-3%

# No enrichment for hits; 1.6% or so of the library scored in one or more.
